TrxR1 inh = rat TrxR1 inhibition; recombinant rTrxR1, NADPH fluorescence consumption, selenite substrate; Potency, µM (top dose mostly 114 µM), inactives show at the highest dose activity change, negative = inhibition, actives largely listed as inhibitors; 390,000 compounds, 1% hits; further: potency means the concentration at half of the fitted maximal effect; on the % scale 0 is the no-effect control and ±100 the full control effect; nearly all actives have a fitted effect of over 65% in size
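Rat TrxR1 (90 nM in the dispensed reagent) was pre-reduced with 400 uM NADPH for 5 min at room temperature, then incubated with compound for 15 min. After 400 uM selenite was added, NADPH fluorescence (Ex 340/Em 450 nm) was followed for 8 min.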
mIDH1 inhibitor = inhibitors of human mutant IDH1 R132H | O75874 | IDH1-R132H enzyme, NADPH consumption, diaphorase/resazurin fluorescence | Potency, µM (highest dose often 76.6 µM), for inactives: at the top dose activity change, negative = inhibition, hits mostly inhibitors | 390,000 compounds, 0.093% hits | AID 602179; further: potency means the concentration at half of the fitted maximal effect; on the % scale 0 is the no-effect control and ±100 the full control effect; nearly all actives have a fitted effect of over 65% in size
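IDH1-R132H (0.5 ug/mL) preincubated 30 min with compound, then NADPH (0.016 mM) and alpha-KG (2 mM) added; 80 min at RT, pH 7.5. Remaining NADPH coupled via diaphorase/resazurin to fluorescence (540/590 nm); concentration-response curves normalized to no-enzyme control.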
USP1-UAF1 inh = USP1/UAF1 (human) deubiquitinase inhibition; O94782; recombinant USP1/UAF1, Ub-Rhodamine cleavage fluorescence; Potency, µM (highest dose often 57.1 µM), for inactives: at the top dose activity change, negative = inhibition, most hits filed as inhibitors; 390,000 compounds, 0.23% hits; AID 743255; further: potency means the concentration at half of the fitted maximal effect; on the % scale 0 is the no-effect control and ±100 the full control effect; nearly all actives have a fitted effect of over 60% in size; inactives centre near -12
Target sequence (O94782 whole entry, looked up): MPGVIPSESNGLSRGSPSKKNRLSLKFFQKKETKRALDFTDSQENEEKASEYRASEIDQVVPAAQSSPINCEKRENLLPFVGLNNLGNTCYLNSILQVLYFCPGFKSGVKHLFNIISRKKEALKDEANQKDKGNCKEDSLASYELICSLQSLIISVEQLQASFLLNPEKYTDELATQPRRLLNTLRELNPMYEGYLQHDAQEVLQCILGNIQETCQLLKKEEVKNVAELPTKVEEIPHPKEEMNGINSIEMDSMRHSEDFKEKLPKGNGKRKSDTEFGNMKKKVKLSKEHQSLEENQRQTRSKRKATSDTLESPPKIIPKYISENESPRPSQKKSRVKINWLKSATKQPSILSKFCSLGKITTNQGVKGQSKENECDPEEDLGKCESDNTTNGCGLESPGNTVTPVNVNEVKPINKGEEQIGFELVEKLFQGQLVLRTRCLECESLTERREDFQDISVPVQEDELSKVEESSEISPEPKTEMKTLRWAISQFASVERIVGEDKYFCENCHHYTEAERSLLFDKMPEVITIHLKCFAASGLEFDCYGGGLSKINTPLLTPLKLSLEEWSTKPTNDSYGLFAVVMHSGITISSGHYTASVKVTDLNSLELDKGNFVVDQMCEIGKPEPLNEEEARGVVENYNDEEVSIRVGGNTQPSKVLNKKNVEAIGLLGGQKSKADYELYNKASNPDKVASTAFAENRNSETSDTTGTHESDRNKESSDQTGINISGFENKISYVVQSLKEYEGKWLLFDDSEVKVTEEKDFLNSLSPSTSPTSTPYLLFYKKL
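1 nM enzyme complex + cpd, 15 min RT; start with Ub-Rho 150nM final; kinetic fluorescence ex 480/em 540, 6 reads q60 s. Buffer 50mM HEPES pH 7.8, 0.5mM EDTA, 0.1 mg/ml BSA, 1mM TCEP, 0.01% Tween-20.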
GLS inhibitor = blocks human kidney-isoform glutaminase activity. AID 624170. O94925. 410,000 compounds, 0.21% hits. Potency, µM (top dose mostly 45.5 µM), for inactives: at the highest dose activity change, negative = inhibition, hits mostly inhibitors. GLS enzymatic activity, qHTS titration; further: potency means the concentration at half of the fitted maximal effect; on the % scale 0 is the no-effect control and ±100 the full control effect
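hKGA; 45 mM KH2PO4 pH 8.2 + 0.02% Tween-20; cpd via pin tool; 1 mM Gln soln; GluOx/HRP/Amplex Red; RT 30 min; fluor. t0 & final.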
PI4K2A inh = blocks human PI4K2A kinase activity. 420,000 compounds, 0.13% hits. activity change, negative = inhibition, % at 76.9 µM. Q9BTU6. purified PI4K2A, ADP-Glo luminescence, 1 h; hits give low values; in the data active means activity change below about -50%; inconclusive means mostly about -30% to -49%;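 further: -100% = wells without enzyme as full effect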
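In this quantitative HTS, ADP production by PI4K2A was quantified luminescently after 1 h at ambient temperature; 100 microM adenosine served as plate-quality control.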
HP1b binding inh = blocks HP1-beta chromodomain binding to methylated histone tails; P83916; 390,000 compounds, 0.56% hits; AID 540317; Potency, µM (series often up to 114 µM), for inactives: at the highest dose activity change, negative = inhibition, usual class: inhibitors; AlphaScreen HP1-beta / biotin-H3K9me3 peptide binding; further: potency means the concentration at half of the fitted maximal effect; nearly all actives have a fitted effect of over 70% in size; inactives centre near 23
Target sequence (P83916 whole entry, looked up): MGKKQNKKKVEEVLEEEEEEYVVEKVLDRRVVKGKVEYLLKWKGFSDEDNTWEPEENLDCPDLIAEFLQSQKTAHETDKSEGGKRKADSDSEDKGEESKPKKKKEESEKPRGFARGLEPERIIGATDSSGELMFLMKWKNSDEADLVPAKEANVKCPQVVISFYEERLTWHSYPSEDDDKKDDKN
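Compound inhibition of the preformed complex between 50 nM HP1-beta and 50 nM biotinylated H3K9me3 peptide was read by AlphaScreen. Buffer was PBS pH 7.4 with 0.01% Tween-20. Incubations ran 30 min at room temperature, with 10 ug/mL donor/acceptor beads.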
PGK inhibitor = blocks T. brucei phosphoglycerate kinase; P07378; PGK/GAPDH coupled, Kinase-Glo luminescence, 60 min; Potency, µM (series often up to 57.5 µM), without a hit: at the top dose activity change, negative = inhibition, most hits filed as inhibitors; 380,000 compounds, 0.043% hits; further: potency means the concentration at half of the fitted maximal effect; on the % scale 0 is the no-effect control and ±100 the full control effect; nearly all actives have a fitted effect of over 60% in size
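Luminescent ATP detection (Kinase-Glo Plus) follows a 60-minute room-temperature incubation, with wells lacking PGK as controls. Buffer: 100 mM TEA (pH 7.6), 5 mM MgCl2, 0.01% Tween-20. Coupling enzyme GAPDH (100 nM final) supplies unstable 1,3-BPG in-well.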
Pin1 inhibitor = blocks the human prolyl isomerase Pin1; Q13526; Pin1 FP peptide displacement, HiFluor488, 10 min; Potency, µM (doses to about 115 µM), for the others: at the top dose activity, negative = inhibition, actives largely listed as inhibitors; 390,000 compounds, 0.009% hits; AID 504891; active means well fitted inhibition curve with a large enough effect in the polarisation, with a control signal flat, not every such curve was filed as active; inconclusive means small, poorly fitted or top-dose-only effect, or effect the other way, or a change in a side signal; inactive means no such curve, though single readings can be large or run the other way; the % refers to the polarisation; further: potency means the concentration at half of the fitted maximal effect; on the % scale 0 is the no-effect control and ±100 the full control effect
TrxR1 substrate = substrates of rat thioredoxin reductase 1. O89049. purified TrxR1 substrate turnover, NADPH consumption readout. Potency, µM (series often up to 114 µM), without a hit: at the top dose activity change, negative = substrate turnover. 390,000 compounds, 0.01% hits. AID 588456; further: potency means the concentration at half of the fitted maximal effect; on the % scale 0 is the no-effect control and ±100 the full control effect; nearly all actives have a fitted effect of over 50% in size
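Rat TrxR1, dispensed at 90 nM, was prereduced with 400 uM NADPH (final) for 5 min at ~22 deg C, then incubated with compound 15 min before 400 uM selenite. A first-read NADPH fluorescence drop versus no-compound background flagged substrates.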
Numbers without * were called inactive; i = inactive; ? = inconclusive; · = not tested or not shown; [ ] = another dose, or the depositor's remark. Unless noted, the call rests on the fitted dose curve; in most records, active means well fitted curve in the direction sought with a large enough effect; inconclusive means small, poorly fitted or top-dose-only effect, or another doubt; inactive means no such curve, though single readings can be large; an effect the other way counts as inactive or inconclusive. Not all compounds are listed; rates above refer to the full screens.

SMILES	TrxR1 inh	mIDH1 inhibitor	USP1-UAF1 inh	GLS inhibitor	PI4K2A inh	HP1b binding inh	PGK inhibitor	Pin1 inhibitor	TrxR1 substrate
O=c1[nH]c(/C=C\c2cccc(F)c2)nc(O)c1[N+](=O)[O-]	-19%[57.1 µM]	-2%	-13%	1%	-17	4%	-8%	·	-10%[57.1 µM]
COc1ccc(-c2nc(-c3cccnc3)no2)cc1OC	8%	0%	-23%	-12%	-3	29%	-8%	2%	2%
Cc1c(Cl)cccc1NC(=O)c1ccc(NC(=O)N2CCSc3ncccc32)cc1	15%	0%	-1%	3%	2	32%	i	-6%	17%
Cc1cccc(OCC(=O)NCC(c2cccs2)N2CCOCC2)c1 (stereo unspecified)	0%	-3%	-8%	0%	-10	4%	3%	2%	-5%
CCn1c(SCC(=O)NNC(=O)Cc2ccccc2)nnc1-c1ccccc1	5%	-2%	-1%	-2%	5	27%	2%	1%	3%
Cc1cc(NC(=S)N(CCCN2CCN(C)CC2)Cc2ccco2)ccc1Cl	38%[57.1 µM]	2%	-13%	?	2	6%	1%	1%	9%[57.1 µM]
COc1ccc(N2CCN(Cc3cc(=O)oc4ccc(Cl)cc34)CC2)cc1	-14%	-2%	-6%	12%	6	36%	3%	4%	-9%
Cc1ccc2[nH]c(C(=O)N3CCC(C(N)=O)CC3)cc2c1	-1%[57.1 µM]	10%	-11%	-1%	0	36%	-1%	-6%	7%[57.1 µM]
Cc1cc(C)c(S(=O)(=O)N2CCN(C(=O)CN3C(=O)NC4(CCCC4)C3=O)CC2)c(C)c1	5%	6%	0%	10%	0	15%	1%	4%	-8%
COc1ccccc1CNC(=O)C1CCCN1S(=O)(=O)c1cccc2cccnc12 (stereo unspecified)	18%	6%	-26%	0%	-7	53%[activator]	-4%	-5%	5%
CC(C)CNC(=O)C1CCN(S(=O)(=O)c2ccc(-n3cnnn3)cc2)CC1	10%	3%	-14%	3%	0	0%	i	1%	18%
CCOc1cc(C(=O)Nc2cc(C)on2)cc(OCC)c1OCC	-17%	3%	-9%	2%	1	20%	-2%	?	-9%
O=C(NCCCNC(=O)c1cc(Cl)ccc1Cl)c1ccccn1	12%[57.1 µM]	7%	-10%	3%	-1	45%	-10%	-4%	6%[57.1 µM]
NC(=O)c1cc([N+](=O)[O-])ccc1NCc1cnccn1	5%	-6%	-3%	-1%	6	22%	6%	0%	-4%
COc1cc(OC)c(NC(=O)c2cc3c(=O)oc4ccc(C)cc4c3s2)cc1Cl	26%	13%	-17%	1%	-9	32%	-6%	?	8%
CCN(CC)C(=O)[C@H]1CC(CC(=O)NCCCn2ccnc2)C(=O)N2CCc3c([nH]c4ccccc34)[C@]12C (stereo partly specified)	18%	-7%	-30%	4%	-4	35%	-1%	0%	3%
COc1ccccc1CN=c1c([N+](=O)[O-])nn(-c2ccc3c(c2)OCCO3)n1O	2%	-6%	-12%	5%	-1	?	-4%	1%	1%
COc1ccc(NCc2cc3ccccc3[nH]c2=O)cc1	-13%	5%	-17%	15%	9	-9%	4%	0%	1%
CC(=O)c1cccc(S(=O)(=O)N2CCn3cccc3C2C)c1 (stereo unspecified)	-14%	-6%	-25%	6%	-14	26%	-6%	?	0%
O=C(O)c1ccc2oc(=O)c(S(=O)(=O)c3ccc(F)cc3)cc2c1	8%	-1%	-23%	-8%	-3	55%[activator]	2%	-3%	-4%
CSc1nncc(/C(C)=N\Nc2ccccc2)n1	-18%	8%	-11%	4%	-1	38%	-5%	2%	-12%
COc1ccc(C(=O)N(C)C(C)c2ccon2)cc1OC1CCN(C(C)C)CC1 (stereo unspecified)	0%	1%	-16%	-13%	-2	18%	-6%	1%	-2%
CCOc1ccc(OCC(=O)Nc2cc(Cl)ccc2-n2cncn2)cc1	·	6%	-14%	1%	-4	·	-9%	·	·
CCc1ccc(C(=O)Nc2nc(C)cs2)s1	16%	12%	-14%	8%	-9	41%[activator]	-13%	-6%	5%
OCC1OC(n2cnc3c(/C=C(\O)c4ccccc4)ncnc32)C(O)C1O (stereo unspecified)	-36%[57.1 µM]	4%	-24%	11%	-2	28%	i	-6%	13%[57.1 µM]

One compound at a time (already shown). Values in the order: TrxR1 inh | mIDH1 inhibitor | USP1-UAF1 inh | GLS inhibitor | PI4K2A inh | HP1b binding inh | PGK inhibitor | Pin1 inhibitor | TrxR1 substrate
Record of COc1ccc(-c2nc(-c3cccnc3)no2)cc1OC = 8% | 0% | -23% | -12% | -3 | 29% | -8% | 2% | 2%
Record of O=C(NCCCNC(=O)c1cc(Cl)ccc1Cl)c1ccccn1 = 12%[57.1 µM] | 7% | -10% | 3% | -1 | 45% | -10% | -4% | 6%[57.1 µM]

The results go on.
SMILES	TrxR1 inh	mIDH1 inhibitor	USP1-UAF1 inh	GLS inhibitor	PI4K2A inh	HP1b binding inh	PGK inhibitor	Pin1 inhibitor	TrxR1 substrate
Cc1ccc(C)c(Nc2nn3c(=O)c4ccc(C(=O)NCCc5ccccc5)cc4nc3s2)c1	22%	-15%	-19%	-3%	1	24%	i	-3%	3%
COCc1cc(C)nc(SCC(=O)Nc2ccc3c(c2)OCO3)c1C#N	7%	3%	14%	-18%	3	-12%	-3%	5%	11%[57.1 µM]
COC(=O)C1=C(C)NC(=S)NC1c1ccc(OCC(=O)N2CCCCC2)c(OC)c1 (stereo unspecified)	-20%	3%	-15%	-6%	4	40%[activator]	-2%	-3%	-13%
CCOC(=O)c1sc(NC(=O)/C=C/c2c(F)cccc2Cl)nc1C	-4%	6%	-17%	-1%	1	29%	-10%	-1%	-3%
CCOC(=O)c1c(NC(=O)COc2ccc(CC)cc2)sc2c1CCCC2	27%[57.1 µM]	4%	-4%	2%	1	43%[activator]	-7%	1%	2%[57.1 µM]
CC(C)NC(=S)NNC(=O)C12CC3CC(CC(C3)C1)C2	35%	-1%	3%	14%	-5	17%	-14%	-9%	17%
COc1cc(-c2noc(C)n2)cc(OC)c1OC	8%[57.1 µM]	4%	-10%	-11%	-7	35%	i	6%	7%[57.1 µM]
Cc1cccc(N2CCN(CCCNC(=O)c3sc4ncccc4c3-n3cccc3)CC2C)c1 (stereo unspecified)	23%[57.1 µM]	-10%	-23%	30%	8	0%[57 µM]	-5%	0%	2%[57.1 µM]
CCc1ccc2c(CN3CCN(S(=O)(=O)c4ccccc4F)CC3)cc(=O)oc2c1	21%	6%	-5%	-1%	8	62%[activator]	-8%	8%	10%
Cc1cc(NNC(=O)c2cccc(C(F)(F)F)c2)nc2c1c(C)nn2C	15%	10%	-17%	-6%	3	58%[activator]	-1%	4%	-5%
CCc1c(C)nc(N2CCN(Cc3ccccc3)CC2)[nH]c1=O	20%[57.1 µM]	0%	-12%	19%	-2	11%	5%	-8%	12%[57.1 µM]
Cc1cccc(-n2ncc3c(NCCN4CCOCC4)ncnc32)c1	7%[57.1 µM]	3%	2%	-1%	-1	40%	-4%	6%	9%[57.1 µM]
O=C(C[n+]1ccncc1)c1ccccc1	9%[57.1 µM]	4%	-19%	-9%	0	41%[activator]	-3%	9%	11%[57.1 µM]
O=C(NCCN1C(=O)S/C(=C\c2cccnc2)C1=O)c1cc(S(=O)(=O)N2CCOCC2)ccc1F	-27%	-5%	0%	15%	-4	40%[activator]	-4%	5%	-21%
CSc1cccc(NC(=O)/C=C/c2cccc(Cl)c2)c1	-17%	4%	-15%	1%	8	36%[activator]	-12%	8%	-12%

Three entries from above, set out differently:
SMILES,TrxR1 inh,mIDH1 inhibitor,USP1-UAF1 inh,GLS inhibitor,PI4K2A inh,HP1b binding inh,PGK inhibitor,Pin1 inhibitor,TrxR1 substrate
CC(C)NC(=S)NNC(=O)C12CC3CC(CC(C3)C1)C2,35%,-1%,3%,14%,-5,17%,-14%,-9%,17%
COc1cc(-c2noc(C)n2)cc(OC)c1OC,8%[57.1 µM],4%,-10%,-11%,-7,35%,i,6%,7%[57.1 µM]
Cc1cccc(N2CCN(CCCNC(=O)c3sc4ncccc4c3-n3cccc3)CC2C)c1 (stereo unspecified),23%[57.1 µM],-10%,-23%,30%,8,0%[57 µM],-5%,0%,2%[57.1 µM]

Limited to PGK inhibitor (4 entries from above):
compound	PGK inhibitor
CCOC(=O)c1sc(NC(=O)/C=C/c2c(F)cccc2Cl)nc1C	-10%
CSc1cccc(NC(=O)/C=C/c2cccc(Cl)c2)c1	-12%
CCOC(=O)c1c(NC(=O)COc2ccc(CC)cc2)sc2c1CCCC2	-7%
CCc1ccc2c(CN3CCN(S(=O)(=O)c4ccccc4F)CC3)cc(=O)oc2c1	-8%
